4-MU autofl: compound fluoresces in the 4-MU spectral region | compound autofluorescence, 340/450 nm, 4-MU equivalents; active compounds read high | 11% of 59,000 active | max dye-equivalent concentration, M; in the data active = max dye-equivalent concentration above about 10 nM; inconclusive = mostly about 1.1 nM to 9.6 nM
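Compounds in 100 mM Tris, pH 8.0, sat 15 min at room temperature before fluorescence was read at 340 nm excitation/450 nm emission; a per-plate six-point 4-MU standard curve converted signals to dye-equivalent concentration at each compound concentration.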
USP2a inh: inhibitors of human ubiquitin-specific protease USP2a; O75604; USP2a enzymatic assay, qHTS inhibition; Potency, µM (doses to about 38.3 µM), for inactives: at the highest dose activity change, negative = inhibition, actives largely listed as inhibitors; 0.1% of 60,000 active;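 note: potency is the fitted concentration of half-maximal effect; nearly all actives have a fitted effect of over 60% in size; plate controls were DMSO for no effect and NEM full inhibition control for full effect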
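20 nM USP2 core + cpd, 30 min RT; add 20 nM Ub-PLA2/20 uM NBD C6-HPC; read Ex460/Em535 at 0 h and 2.5 h. Normalized to NEM; qHTS curve fit/classification.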
Caspase-7 inhib: allosteric or competitive inhibitors of human caspase-7 | P55210 | recombinant caspase-7, Ac-DEVD-AFC fluorescence rate | Potency, µM (top dose mostly 57.5 µM), without a hit: at the highest dose activity change, negative = inhibition, hits mostly inhibitors | 0.02% of 75,000 active | AID 889; active = well fitted inhibition curve with a large enough effect in the main read-out, with a control signal flat, not every such curve was filed as active; inconclusive = small, poorly fitted or top-dose-only effect, or a change in a side signal; note: potency is the fitted concentration of half-maximal effect; % of control where 0% means no effect
Caspase-1 inhib: blocks human caspase-1 allosterically or competitively; Caspase-1 enzyme, Ac-WEHD-AFC fluorogenic rate; Potency, µM (doses to about 57.5 µM), for inactives: at the highest dose activity change, negative = inhibition, usual class: inhibitors; 0.03% of 75,000 active; AID 900;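 note: potency is the fitted concentration of half-maximal effect; plate controls were vehicle for no effect and no substrate for full effect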
BRCT PPI red: disrupts BRCA1 BRCT binding to phosphoprotein, red fluorophore readout. P38398. BRCT-phosphopeptide binding, red fluorescence polarization. Potency, µM (doses to about 76.9 µM), without a hit: at the highest dose activity change, negative = inhibition, hits mostly inhibitors. 0.03% of 75,000 active. AID 892; note: % is set by controls: 0 for no effect and ±100 for the full control effect
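Rhodamine-labelled pBACH1 10-mer (100 nM) bound to BRCT domain (100 nM) at pH 7.3; compounds incubated 12 min room temperature, polarization read. Free peptide defines full inhibition; unlabelled decapeptide titrated as control.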
UbGFP stabilizer: proteasome inhibitors stabilizing ubiquitin-GFP reporter; Potency, µM (top dose mostly 45.9 µM), for the others: at the top dose activation (GFP accumulation), usual class: activators; AID 526; 67,000 tested, under 10 active; Ubiquitin-GFP reporter cells, proteasome inhibition, GFP fluorescence; response scale: untreated = 0%, 10 µM MG-132 = 100%; active = well fitted activation curve with a large enough effect, not every such curve was filed as active; inconclusive = small, poorly fitted or top-dose-only effect, or another doubt; inactive = no such curve, though single readings can be large or run the other way; note: potency is the fitted concentration of half-maximal effect
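GFP accumulation read-out: laser plate cytometry counting ubiquitin(G76V)-GFP-expressing U2OS cells after 4 hr compound exposure at 37 °C. Titrations spanned 46 uM to 2.9 nM; 0% = basal, 100% = 10 uM MG-132; concentration-response curves fitted.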
GFP derepression: epigenetic modulators derepressing GFP locus in mouse cells; 0.09% of 68,000 active; Potency, µM (highest dose often 46.1 µM), without a hit: top-dose GFP derepression (activation); mouse C127i GFP locus derepression, cytometry, 30 h; AID 597; note: % of control where 0% means no effect
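Murine C127i mammary cells carrying a silenced, stably integrated CMV-driven GFP reporter were treated with compound for 30 hours at 37 C. After PBS washes, GFP-positive cells were counted by laser-scanning microplate cytometry.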
A350 fluor: A350 region autofluorescence. max dye-equivalent concentration, M. 11% of 59,000 active. Compound autofluorescence, 340/450 nm, Alexa 350 dye-equivalents; active compounds read high; in the data active = max dye-equivalent concentration above about 10 nM; inconclusive = mostly about 1.1 nM to 9.6 nM
HEK293 cAMP cs: raises cAMP in parental HEK293 cells, TSHR agonist counter-screen | 2.5% of 73,000 active | parental HEK293 CNG cAMP sensor, membrane potential fluorescence | Potency, µM (series often up to 57.1 µM), for inactives: at the highest dose activation, hits mostly activators; note: potency is the fitted concentration of half-maximal effect; % of control where 0% means no effect; nearly all actives have a fitted effect of over 55% in size
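Parental HEK 293 cells stably expressing a cAMP-gated CNG channel were loaded with membrane potential dye containing 100 uM RO 20-1724 for 60 min. Compound added for 30 min; depolarization read as fluorescence intensity at 590 nm.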
BRCT inh green: inhibitors of human BRCA1 BRCT-phosphoprotein interaction (green fluorophore) | Potency, µM (top dose mostly 76.9 µM), without a hit: at the highest dose activity change, negative = inhibition, usual class: inhibitors | 0.05% of 75,000 active | P38398 | BRCA1 BRCT-phosphopeptide binding, green fluorescence polarization | AID 875;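 note: potency is the fitted concentration of half-maximal effect; plate controls were peptide without protein for full effect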
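Compounds were incubated for 12 min at room temperature with a complex of 100 nM fluorescein-tagged pBACH1 decapeptide and 250 nM His-tagged BRCT protein. Buffer was phosphate pH 7.3 with EDTA, DTT and Tween 20. Disruption of binding lowers the polarization signal.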
Fluorescein fluor: compound autofluorescence in fluorescein spectral region. Compound autofluorescence, 480/540 nm, fluorescein-equivalent; active compounds read high. max fluorescein-equivalent concentration, M. 0.91% of 59,000 active. AID 593; in the data active = max fluorescein-equivalent concentration above about 10 nM; inconclusive = between about 1.1 nM and that limit
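Each compound is tested across a concentration series in 100 mM Tris buffer at pH 8.0. After 15 min at room temperature, plates are imaged with 480 nm excitation and 540 nm emission filters, and intensities are converted to fluorescein-equivalent values.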
* hit, by the source's call; i = inactive; ? = inconclusive; . = not tested or not shown; [ ] = dose if it differs, or a comment. Unless noted, calls come from the whole dose curve; as a rule, active = well fitted curve in the direction sought with a large enough effect; inconclusive = small, poorly fitted or top-dose-only effect, or another doubt; inactive = no such curve, though single readings can be large; an effect the other way counts as inactive or inconclusive.

cpd	compound	4-MU autofl	USP2a inh	Caspase-7 inhib	Caspase-1 inhib	BRCT PPI red	UbGFP stabilizer	GFP derepression	A350 fluor	HEK293 cAMP cs	BRCT inh green	Fluorescein fluor
1	Cc1nc2sc3c(c2c(=O)o1)CCC3	i	19%	-1%	0%	1.0%	3%	-1%	i	2%	-1.9%	i
2	CCC(c1c(C)[nH]oc1=O)c1c(C)[nH]oc1=O	i	0%	-4%	-4%	1.2%	.	0%	i	5%	0.2%	i
3	CCOC(=O)C1CCCN(c2nnnn2-c2ccccc2)C1 (stereo not drawn)	i	-3%	5%	0%	-2.9%	-1%	-1%	?	4%	0.7%	i
4	CCOC(=O)C1CCCN(C(=O)C2c3ccccc3Oc3ccccc32)C1 (stereo not drawn)	.	5%[7.66 µM]	0%	-2%	0.0%	0%[9.17 µM]	0%	.	?	0.0%	.
5	O=C(Nc1ccc(N2CCOCC2)cc1)c1ccc(S(=O)(=O)N2CCCCC2)cc1	.	4%	-1%	-3%	0.8%	-1%	-2%	.	0%	-2.0%	.
6	Cc1nc(SCn2nnc3ccccc3c2=O)c2c(C)c(C)sc2n1	i	-3%	0%	-2%	-1.9%	-1%	-1%	i	2%	-1.8%	?
7	O=C(O)c1cc(-c2ccc3cc4c(cc3c2)OCO4)nc2ccccc12	?	.	0%[11.5 µM]	0%[11.5 µM]	-0.8%[15.4 µM]	-2%[9.17 µM]	0%[9.22 µM]	1.1e-08M*	2%[11.4 µM]	-1.0%[15.4 µM]	i
8	CCN(CC)S(=O)(=O)c1ccc(NC(=O)c2c(-c3ccccc3)noc2C)cc1	.	.	-4%	-1%	0.1%	2%	0%	.	?	-0.2%	.
9	CN(C(=O)C1CCOC1)c1nnc(C2CCOC2)s1 (stereo not drawn)	i	-11%	6%	1%	0.3%	-5%	-3%	i	2%	-2.0%	i
10	O=C(CSc1oc(-c2ccccc2)nc1S(=O)(=O)c1ccc(F)cc1)NCC1CCCO1 (stereo not drawn)	i	10%	-1%	2%	-0.2%	-12%	1%	i	-2%	-0.8%	i
11	COc1ccc(C(F)(F)F)cc1NC(=O)c1nc2nc(C)cc(C(F)F)n2n1	?	29%	-1%	-1%	-0.6%	1%	4%	1.1e-08M*	30%	0.6%	i
12	CC(C)NC(=O)N1CC[C@@]2(CCCN(C(=O)c3cccc(F)c3)C2)C1	i	6%	1%	-1%	1.0%	-11%	-1%[9.22 µM]	i	?	-3.8%	7.8e-07M*
13	COc1cccc(N2CCN(Cc3nc4ccccc4c(=O)[nH]3)CC2)c1	?	11%	0%	-1%	0.2%	-3%	-2%	?	2%	-0.1%	i
14	O=C(COc1ccc(S(=O)(=O)N2CCCC2)cc1Cl)N1CCN(c2ccccc2)CC1	?	48%[activator]	-1%	-1%	-0.1%	-4%	0%	?	0%	1.2%	i
15	CC(C)O	.	.	-4%	-4%	-0.4%	.	.	.	10%	0.4%	.
16	Cc1ccccc1NC(=O)CNc1ccccc1N1CCCCC1	i	-9%	-1%	-3%	-0.7%	3%	0%	i	-20%	1.0%	i
17	O=C(CCN1C(=O)c2ccccc2C1=O)NCCC1=CCCCC1	i	1%	-1%	1%	-0.1%	.	-4%	i	-2%	-0.9%	i
18	CCOC(=O)CS(=O)(=O)c1nc(-c2ccc(F)cc2)cc(C(F)(F)F)n1	i	-2%	0%	-3%	-1.8%	-6%	0%	?	6%	-1.2%	?
19	CCN(CC)CCNc1nc2c(c(=O)[nH]c(=O)n2C)n1CC(O)COc1ccc(Cl)cc1Cl (stereo not drawn)	i	24%	0%	-1%	-0.1%	.	-2%	i	-1%	-1.6%	?
20	O=C(CCCn1c(=O)[nH]c2ccsc2c1=O)NCc1cccs1	i	-5%	2%	0%	-1.0%	-3%	2%	i	0%	-0.3%	i
21	CCCCOP(=O)(c1ccc(N(C)C)cc1)C(O)c1ccncc1 (stereo not drawn)	i	7%	0%	0%	-0.1%	.	0%	i	8%	-3.5%	?
22	Cc1ccc(-n2nnc3c(=O)n(CC(=O)OCc4ccccc4)cnc32)cc1	.	.	-10%	-3%	2.0%	-4%	.	.	25µM*	3.3%	.
23	COc1ccc(OC)c(-c2cc(C(=O)Nc3cccc(Cl)c3)no2)c1	2.9e-07M*	-5%	0%	-3%	0.5%	17%	1%	2.3e-07M*	24%	-0.1%	i
24	COc1cc(NS(=O)(=O)c2cc(C)ccc2OC)c(OC)cc1Cl	i	1%	0%	-1%	-2.1%	-1%	-2%	i	3%	-0.1%	?
25	O=S(=O)(c1ccc2c(c1)OCCO2)N1CCC(c2nc3ccccc3[nH]2)CC1	i	.	0%	0%	0.8%	0%	-1%	i	15%	-0.4%	i
26	COc1ccccc1N1CCN(CC(=O)Nc2ccc(CN3CCCCC3)cc2)CC1	i	-9%	5%	1%	0.0%	0%	1%	i	15%	-3.4%	?
27	COc1ccc(C2CC(=O)c3cnc(N4CCN(Cc5ccccc5)CC4)nc3C2)cc1 (stereo not drawn)	i	19%	-2%	-2%	-0.3%	-6%	0%	i	?	1.4%	i
28	CCOC(=O)C1CCN(C(=O)CSC2=NCCS2)CC1	i	-2%	-1%	3%	0.0%	-3%	-3%	i	-9%	0.0%	?
29	CC(C)(C)N1C(=O)[C@H]2[C@@H]3[C@H](O)C=CC(=O)[C@H]3CC[C@H]2C1=O	.	.	0%[11.5 µM]	1%[11.5 µM]	0.5%[15.4 µM]	.	.	.	-4%[11.4 µM]	-1.7%[15.4 µM]	.
30	CCn1c(SCC(=O)NCc2cccs2)nnc1-c1ccncc1	i	-6%	0%	-2%	-1.2%	0%	-1%	i	-7%	0.2%	?
31	COc1ccc2[nH]c3c(=O)n(Cc4ccco4)cnc3c2c1	9.2e-08M*	5%	0%	-1%	0.6%	9%	0%	5.5e-08M*	-1%	0.3%	i
32	COCCn1c(=O)c(-c2ccc(F)c(F)c2)nc2cncnc21	i	-13%	-23%	-14%	-1.7%	4%	5%[9.22 µM]	?	?	0.0%	i
33	Cc1cccc(-n2c(Cc3cc(=O)[nH]c(=O)[nH]3)nnc2SCC(=O)NCC2CCCO2)c1 (stereo not drawn)	.	.	-1%	3%	1.4%	3%	.	.	1%	1.0%	.
34	CN(C)C(=O)CN(c1ccc(F)c(Cl)c1)S(C)(=O)=O	i	5%	-1%	0%	0.3%	2%	-3%	i	3%	0.3%	?
35	O=C(N1CCOCC1)N1CCN(S(=O)(=O)c2ccccc2)C1	i	-5%	0%	2%	-0.5%	19%	1%	i	-1%	-1.0%	i
36	CC1Cn2c(CCc3ccccc3)nnc2S1 (stereo not drawn)	i	-1%	2%	1%	-0.9%	-11%	0%	i	8%	-2.7%	?
37	COc1ccc(CC2NCCC3(O)CCCCC23)cc1 (stereo not drawn)	i	1%	-1%	2%	0.7%	5%	2%	i	5%	-2.2%	i
38	CN(C)Cc1ccccc1-c1ccc2ncnc(N(C)Cc3ccco3)c2c1	i	0%	0%	-2%	0.7%	2%	-7%[9.22 µM]	i	?	1.3%	i
39	OC1(c2cccc(C(F)(F)F)c2)CCNCC1	i	-13%	-1%	-1%	0.9%	-6%	3%	?	4%	-4.6%	?
40	O=C(NCCCCCNC(=O)c1cccnc1)c1cccnc1	?	-5%	1%	1%	-1.3%	3%	0%	?	5%	-1.4%	i
41	Cn1c(=O)c2c(ncn2CCN(CCO)Cc2ccccc2)n(C)c1=O	i	-11%	1%	1%	-1.0%	-6%	0%	i	-1%	-1.7%	i
42	Cn1nnc2cc(NC(=O)NCc3ccc4c(c3)OCO4)ccc21	i	2%	0%	-1%	-0.3%	4%	0%	i	2%	-3.5%	i
43	Cc1ccc(C)c(Cn2nnc3c(=O)[nH]c(C4CCN(C(=O)c5cccs5)CC4)nc32)c1	i	39%[activator]	-4%	-2%	-1.4%	0%	-3%	i	24%	18%	i
44	COc1ccc(C2CC(=O)N3CN(Cc4ccco4)CSC3=C2C#N)cc1 (stereo not drawn)	i	24%	-16%	-4%	0.4%	-6%	2%	?	4%	-1.6%	i
45	COc1cc(-c2nnc(SCC(=O)c3ccc(C)cc3)o2)cc(OC)c1OC	i	17%	3%	-2%	0.6%	-4%	2%	i	?	-0.1%	i
46	Cc1noc(C)c1CSc1nnc2ccc3ccccc3n12	i	-2%	1%	1%	-0.4%	0%	0%	i	6%	-0.7%	i
47	COC(=O)[C@@]1(Cc2ccccc2)[C@H]2c3cc(C(=O)N4CCCC4)n(Cc4cccc5ccccc45)c3C[C@H]2CN1C(=O)c1ccccc1	.	.	-6%	-4%	-1.4%	.	.	.	1.6µM*	1.7%	.
48	C#CCSc1nc(-c2cccs2)ccc1C#N	4.5e-08M*	3%	-4%	-9%	0.9%	-7%	-1%	4.1e-08M*	?	-0.2%	i
49	N#Cc1nc(COc2ccc(F)cc2)oc1NCCCn1ccnc1	i	-2%	5%	-2%	-1.2%	1%	-1%	i	-5%	-1.3%	i

Screening results (PubChem)

Not all compounds are listed (hit frequency here may not be typical).
